PNC inhibitor: blocks assembly of the perinucleolar compartment; AID 2417; 140,000 compounds, 3.1% hits; activity change (PNC), negative = inhibition, % at 10 µM; PC3M PTB-GFP, PNC prevalence imaging, 16 h; stronger effect = lower value;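 active = readout at or below -70, meaning at least 70% loss of cells showing the perinucleolar compartment, a nuclear body marking cancer cells; inconclusive = readout between -30 and a set limit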;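 note: plate controls were DMSO wells for no effect and camptothecin positive control wells for full effect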
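Compounds are pinned in duplicate onto adhered PC3M cells stably expressing GFP-tagged PTB and incubated 16 h at 37 C. Cells are then fixed, nuclei stained with Hoechst, and PNC-positive cells counted.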
15-hLO-2 inh: 15-hLO-2 (ALOX15B) enzyme inhibition; Potency, µM (top dose mostly 57.1 µM), without a hit: top-dose activity change, negative = inhibition, most hits filed as inhibitors; O15296; 110,000 compounds, 0.56% hits; purified 15hLO-2, xylenol orange hydroperoxide absorbance; AID 881; note: potency is the fitted concentration of half-maximal effect; nearly all actives have a fitted effect of over 60% in size; many of its hits are not listed in these tables
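Purified human 15hLO-2 (50 nM) preincubated 15 min with compound, then 45 uM arachidonic acid for 90 min at RT in 25 mM Hepes pH 7.5, 0.01% Triton X-100. Hydroperoxide detected by Fe-xylenol orange; 573/405 nm absorbance ratio.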
IMPase cell inh: IMPase inhibition in cells; P97697; CHO-M1 cells, IP1 accumulation, HTRF TR-FRET ratio; inhibition (IP1 accumulation), % at 46.1 µM; 120,000 tested, under 10 active; active = well fitted curve in the direction sought with a large enough effect in the signal ratio, not every such curve was filed as active; inconclusive = small, poorly fitted or top-dose-only effect, or a change in a side signal; inactive = no such curve, though single readings can be large or run the other way; the % refers to the signal ratio;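 note: cells stimulated with carbachol in lithium chloride buffer; plate controls were DMSO basal wells for no effect and reference inhibitor wells for full effect; higher means more IMPase inhibition seen as more IP1 and lower FRET ratio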
Target sequence (P97697 whole entry, looked up): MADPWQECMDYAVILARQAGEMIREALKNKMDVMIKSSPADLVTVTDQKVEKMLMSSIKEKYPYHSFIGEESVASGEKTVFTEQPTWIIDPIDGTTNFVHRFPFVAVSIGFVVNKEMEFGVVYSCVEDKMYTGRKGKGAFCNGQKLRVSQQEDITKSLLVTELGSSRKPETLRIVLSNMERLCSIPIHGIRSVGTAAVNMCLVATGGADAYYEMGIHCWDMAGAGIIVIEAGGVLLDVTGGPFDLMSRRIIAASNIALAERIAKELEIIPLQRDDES
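CHO-M1 cells (CHO stably expressing M1 receptor), compound up to 46 uM final, stimulated with carbachol (50 uM as added) in buffer with 50mM LiCl, pH 7.4, 30 min at 37C. Cytosolic IP1 read by TR-FRET; AC50 from Hill fits.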
ALOX12 inhib: inhibitors of human 12-lipoxygenase (ALOX12); 150,000 compounds, 0.12% hits; Potency, µM (top dose mostly 57.1 µM), for the others: at the top dose activity change, negative = inhibition, most hits filed as inhibitors; purified 12-hLO, xylenol orange hydroperoxide absorbance; P18054; note: potency is the fitted concentration of half-maximal effect; nearly all actives have a fitted effect of over 55% in size; many of its hits are not listed in these tables
Target sequence (P18054 whole entry, looked up): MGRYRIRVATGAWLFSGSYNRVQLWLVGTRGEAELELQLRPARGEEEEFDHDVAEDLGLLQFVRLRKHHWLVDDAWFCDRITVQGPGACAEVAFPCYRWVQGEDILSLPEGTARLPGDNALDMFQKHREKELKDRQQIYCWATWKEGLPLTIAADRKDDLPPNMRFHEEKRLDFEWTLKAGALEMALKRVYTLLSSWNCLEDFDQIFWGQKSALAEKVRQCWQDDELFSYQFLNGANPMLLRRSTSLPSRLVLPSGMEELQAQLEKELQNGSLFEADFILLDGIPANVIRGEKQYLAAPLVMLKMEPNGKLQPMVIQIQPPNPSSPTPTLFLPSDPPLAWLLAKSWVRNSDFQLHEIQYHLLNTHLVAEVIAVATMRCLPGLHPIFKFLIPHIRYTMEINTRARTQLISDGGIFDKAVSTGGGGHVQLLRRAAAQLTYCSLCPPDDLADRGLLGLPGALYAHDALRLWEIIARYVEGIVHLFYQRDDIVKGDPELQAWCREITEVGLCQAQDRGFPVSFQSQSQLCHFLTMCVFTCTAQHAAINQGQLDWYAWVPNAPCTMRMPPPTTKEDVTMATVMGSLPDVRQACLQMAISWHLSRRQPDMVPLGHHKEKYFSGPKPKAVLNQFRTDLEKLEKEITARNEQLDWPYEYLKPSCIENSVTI
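Hydroperoxide formation by human 12-lipoxygenase from 40 uM arachidonic acid was followed colorimetrically via ferric-xylenol orange complex, using the 573/405 nm absorbance ratio. Enzyme concentration was 150 nM, with 30 min reaction at room temperature.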
The depositor's hits bear a star; ? = inconclusive; . = no result given; [ ] = remark or other dose. Unless noted, calls come from the whole dose curve; as a rule, active = well fitted curve in the direction sought with a large enough effect; inconclusive = small, poorly fitted or top-dose-only effect, or another doubt; inactive = no such curve, though single readings can be large; an effect the other way counts as inactive or inconclusive. Unless noted, % is set by controls: 0 for no effect and ±100 for the full control effect.

SMILES | PNC inhibitor | 15-hLO-2 inh | IMPase cell inh | ALOX12 inhib
COc1ccc(N2CSC3=C(C#N)C(c4cc(OC)ccc4OC)CC(=O)N3C2)c(OC)c1 (stereo not drawn) | 1 | 10µM* | -1 | ?
Cc1nc(NCCCN2CCOCC2)c2oc3ccccc3c2n1 | 10 | 16% | 12 | 4%
C/C=C/CSc1nc2c(c(=O)[nH]c(=O)n2C)n1Cc1ccc(C)cc1 | 26 | -3% | 6 | -5%
Nc1c(-c2ccccc2)cnn1-c1cccc(C(F)(F)F)c1 | ? | 26%[11.4 µM] | -14[1.84 µM] | 4%
CCOCCCNC(=O)c1c[nH]c2ccc(S(=O)(=O)Nc3cccc(OC)c3)cc2c1=O | 9 | 5%[2.29 µM] | 0 | -15%
COc1cc(NC(=O)CN(C)C2CCCCC2)c(C)cc1[N+](=O)[O-] | -4 | . | -5 | 0%
CCC(C)(C)n1nnnc1C(c1ccccc1OC)N1CCSCC1 (stereo not drawn) | ? | -18% | 10 | -7%
O=c1[nH]c(N2CCN(c3ccccc3)CC2)nc2c1CCC2 | 12 | -1% | ? | -1%
COc1ccc(OC)c(S(=O)(=O)Nc2cnc3ccccc3c2)c1 | 20 | 0% | 8 | 4%
N#Cc1c(NC(=S)NC(=O)c2ccccc2)sc2c1CCC2 | -15 | . | . | -6%
COC(=O)c1cc(Br)c(=O)n(CC(C)C)c1 | 24 | 4% | 9 | 4%
CCn1c(/C=C/N(C)c2ccccc2)[n+](CC)c2ccc(Cl)cc21 | ? | 7%[11.4 µM] | 7[1.84 µM] | 0%
COc1ccc(-c2cc3nc(C)c(CCC(=O)NCc4ccco4)c(C)n3n2)c(OC)c1 | 252 | . | -5 | 6%
O=C(c1cc(C(F)(F)F)cc(C(F)(F)F)c1)N1CCC[C@@]2(CCN(c3ccccc3)C2)C1 | . | -20% | . | -18%
O=C(CN1C(=O)c2ccccc2C1=O)NCC1COc2ccccc2O1 (stereo not drawn) | 10 | -1% | -5 | -4%
CC(C)Cn1nnc2c(=O)oc3ccccc3c21 | -18 | -7% | 1 | -3%
Cc1ccc(S(=O)(=O)N2CCC(C(=O)N[C@H](C(=O)NCc3ccco3)C(C)C)CC2)cc1 | 6 | -9% | ? | -4%
CCOC(=O)Cc1csc(NS(=O)(=O)c2ccc3ccccc3c2)n1 | 24 | . | . | -3%
CC(NC(=O)NCc1cccnc1)(C(F)(F)F)C(F)(F)F | 8 | -4% | 7 | -2%
CSc1nnc(Cn2c(=O)sc3ccccc32)n1C | ? | . | 1 | 1%
Cc1ccc(S(=O)(=O)c2cc3c(=O)n4cccc(C)c4nc3n(Cc3ccco3)c2=N)cc1C | -2 | -22% | 2 | -24%
COc1ccc(NS(=O)(=O)c2ccc(OCC(=O)N3CCCC3)cc2)cc1 | -9 | -4% | 8 | 4%
Cc1ccccc1NC1C=CS(=O)(=O)C1 (stereo not drawn) | ? | -1% | -13 | 0%
CC(c1ccccc1F)n1cc(C(=O)NCCCn2ccnc2)nn1 (stereo not drawn) | -14 | . | 4 | 4%
COCCNC(=O)C(c1ccc(C)o1)N(Cc1ccco1)C(=O)c1snc(C(N)=O)c1N (stereo not drawn) | -14 | . | 5 | -1%

(continued)
SMILES | PNC inhibitor | 15-hLO-2 inh | IMPase cell inh | ALOX12 inhib
CC(C)(C)C(=O)/C=c1\[nH]c(=O)/c(=C\c2ccc(C#N)cc2)s1 | -17 | -6% | 14 | -5%
Cc1nc(NC(=O)C(C)Oc2cccc(Cl)c2)sc1C(=O)N(C)C (stereo not drawn) | 17 | . | . | 0%
CCc1cc2ccc(OC)cc2nc1SCC(=O)Nc1cc(C)on1 | ? | -11% | -4 | -1%
Cc1ccc(NC(=O)CNC(c2ccccc2)c2ccccc2)c(F)c1 | ? | . | . | -6%
O=C(Cc1cccs1)Nc1nc2c(ccc3ccccc32)s1 | 24 | 23% | 33[activator] | -2%
Cc1ccc2c3c(c(SCC(=O)Nc4nonc4C)nc2c1)CCCC3 | -8 | -1% | -6 | -4%
COc1ccc(OC)c(CNC(=O)CCCc2cn(C)c3ccccc23)c1 | 30 | . | . | -4%
Cc1ccccc1N1CC(=O)N(c2ccccc2C)CC1=O | 7 | -4% | 3 | 4%
c1ccc(-c2noc(-c3ccc4ccccc4c3)n2)nc1 | -8 | 7% | 15 | -3%
COc1ccc(C(=O)/C=C/Nc2ccc(S(=O)(=O)Nc3onc(C)c3C)cc2)cc1 | -16 | . | . | -3%
CC1CC(NC(=O)N(C)C)N(C)C(=O)N1 (stereo not drawn) | 0 | . | . | -2%
CC(=O)Nc1cccc(OCC(O)Cn2c(C)nc3ccccc32)c1 (stereo not drawn) | ? | . | 1 | 0%
COCCn1c(C)cc2c(c1=O)C(c1ccccc1F)C(C#N)=C(N)O2 (stereo not drawn) | 94 | 0% | 5 | 4%
COC(=O)c1ccc(NC(=O)Cn2nnc3ccccc32)cc1 | ? | 7%[2.29 µM] | 2 | 2%
S=c1[nH]nc(C2CCCCC2)n1/N=C/c1ccco1 | -11 | . | . | 1%
COC(=O)C1=CN(CC2CCCO2)C=C(C(=O)OC)C1c1ccccc1C(F)(F)F (stereo not drawn) | -10 | -3% | -4 | -8%
Cc1nn(CC(=O)N(C)Cc2ccc(F)cc2)c(C)c1[N+](=O)[O-] | 50 | . | -13 | -4%
CN1CCc2nc3ccc(Cl)cc3c(-c3ccccc3Cl)c2C1 | 22 | . | . | -1%
C/C(=N/NC(=O)c1ccccc1O)c1ccc(N2C(=O)C3CCCCC3C2=O)cc1 (stereo not drawn) | 106 | 9% | 2 | 2%
CCOC(=O)N1CCN(C(=O)C2CCC(CNS(=O)(=O)c3ccc(Cl)cc3)CC2)CC1 (stereo not drawn) | -14 | . | 5 | 4%
CCOc1ccc(N(C(=O)/C=C/C(=O)Nc2cc(C)on2)C(C(=O)NC2CCCC2)c2ccccc2C)cc1 (stereo not drawn) | 68 | -17% | 3 | 2%
COc1cccc2c1CCC1CC(=O)CC[C@@]21C (stereo partly drawn) | . | 0% | . | 9%
O=C(CC12CC3CC(CC(C3)C1)C2)NCC(=O)OCc1cc(=O)oc2ccc3ccccc3c12 | 35 | . | 8 | -4%
Cn1c(CCNC(=O)c2ccccc2)nc2ccccc21 | 34 | . | -5 | 2%
CC1=NNC(=S)NCCCN2CCN(CCCNC(=S)NN=C(C)C=NNC(=S)NCCCN3CCN(CCCNC(=S)NN=C1)CC3)CC2 | . | 6%[11.4 µM] | . | 1%[11.4 µM]

More records:
SMILES | PNC inhibitor | 15-hLO-2 inh | IMPase cell inh | ALOX12 inhib
O=C(NC1CCCC1)c1ccccc1-c1nc2ccccc2[nH]1 | -11 | 24% | 0 | 2%
Cc1ccccc1-n1c(C)nnc1SCc1nc2ccccc2s1 | 11 | -4% | 15 | 1%
CCCN1C(=O)c2cc(C(=O)O)ccc2C1O (stereo not drawn) | ? | -9% | -9 | -3%
CN(Cc1ccccc1)c1ccc(S(=O)(=O)N2CCOCC2)cn1 | 0 | 1% | -6 | 0%
O=S(=O)(c1ccccc1)c1nc(-c2ccco2)oc1NCc1ccco1 | -5 | 1%[2.29 µM] | -2 | 0%
CC(CN1CCCCC1)OC(=O)C1c2ccccc2Oc2ccccc21 (stereo not drawn) | -16 | 9% | 19 | 7%
CCS(=O)(=O)Nc1cccc(C2=NN(S(=O)(=O)c3ccc(F)cc3)C(c3cccs3)C2)c1 (stereo not drawn) | 108 | . | . | -6%
Cc1cc(C)cc(OCC(=O)Nc2cccc(-c3nc4ncccc4o3)c2)c1 | 12 | -8% | 1 | 3%
Cc1csc(NC(=O)c2ccc(C)o2)n1 | ? | . | . | 3%
CC(=O)N1CCN(c2ccc(NC(=O)C(C)Oc3ccc(Cl)cc3Cl)cc2)CC1 (stereo not drawn) | ? | -2% | 12 | -19%
Cc1ccccc1OCC(=O)NN1Cc2ccccc2C1=N | -8 | 4% | -6 | 1%
CC(C)(C)c1[nH]nc2c1C(C1C=CCCC1)C(C#N)=C(N)O2 (stereo not drawn) | 11 | -5% | -2 | -2%
Cc1cc(=O)[nH]c(SCC(=O)NCCc2ccccc2)n1 | -24 | 3% | -6 | -9%
Cc1cc(C(=O)N/N=C/c2cccnc2)c(C)o1 | -18 | 5% | 6 | 10%
CCOC(=O)Cc1csc(NC(=O)c2cccs2)n1 | -17 | -1% | 2 | 4%
CC1CCN(c2[nH]c(=S)c(C#N)c3c2CCCC3)CC1 | ? | ? | -28 | -12%
CC1Cc2nc(SCC(N)=O)n(C)c(=O)c2S1 (stereo not drawn) | -15 | . | 2 | -5%
O=C(Cc1ccccc1)NCc1ccc2c(c1)OCO2 | 10 | 5% | 3 | 0%
CCOC(=O)C(CCCCOc1ccc([N+](=O)[O-])cc1)C(=O)OCC | 109 | 11% | -2 | 1%
CCn1cc(C(=O)NCCCOC)c(=O)c2cc(S(=O)(=O)N(C)C)ccc21 | 6 | . | 8 | 4%
COc1cc(/C=C/c2ccc3cccc(OC)c3n2)c(OC(C)=O)c([N+](=O)[O-])c1 | 2 | -10% | 16 | -13%
CN(C)c1ccc(CNC2C3CC4CC(C3)CC2C4)cc1 (stereo not drawn) | -22 | 68%[activator] | 9 | -7%
Cc1c(CNC(=O)c2cnn3c2NC(c2ccccc2)CC3C(F)(F)F)cnn1C (stereo not drawn) | -12 | 4% | -1 | -1%
CCCn1c(SCC(=O)N2CCCc3ccccc32)nnc1-c1ccco1 | 6 | -3% | 14 | -5%
CCCN(/C=N/c1sc2c(c1C#N)CCCCC2)CCC | 22 | 0% | -12 | 3%

Carrying on:
SMILES | PNC inhibitor | 15-hLO-2 inh | IMPase cell inh | ALOX12 inhib
NS(=O)(=O)c1cccc(NC(=O)CCSc2ccccc2Cl)c1 | 3 | . | . | -5%
Cc1ccc(C(=O)NCCn2cc(SCC(=O)Nc3cc(C)on3)c3ccccc32)cc1 | ? | -1% | 12 | -9%
COc1cc(NC(=S)NCCCN2CCOCC2)cc(OC)c1 | 2 | . | . | -3%
CCCCc1ccc(-c2csc(/C(C#N)=C\c3ccc(C)o3)n2)cc1 | 14 | ? | -15 | ?
Nc1ccc(N2CCN(c3ccc(Cl)c(Cl)c3)CC2)cc1 | ? | . | . | ?
O=C(Nc1ccon1)c1ccc(Br)o1 | ? | 7% | -9 | -2%
O=S(=O)(NCc1ccco1)c1cnc(Cl)c(Br)c1 | -3 | . | . | 1%
O=C(NCc1cccnc1)C1CCCN(S(=O)(=O)c2ccc(Cl)cc2)C1 (stereo not drawn) | -12 | 10% | 0 | -9%
CCCCOC(=O)C(C#N)c1nc2ccccc2nc1N1CCN(Cc2ccc3c(c2)OCO3)CC1 (stereo not drawn) | 20 | 14% | ? | -6%
O=C(CCn1nnc2ccccc21)N1CCN(c2ccccc2)CC1 | -2 | 6% | 3 | -4%
CC(C)OP(=O)(OC(C)C)C(Nc1ccccc1)c1ccccc1C(F)(F)F (stereo not drawn) | -24 | . | . | -2%
COc1ccc(OC)c(NC(=S)N(CCc2c(C)[nH]c3ccccc23)Cc2cccs2)c1 | 21 | . | . | -17%
CCOC(=O)Nc1nc(-c2ccc(F)cc2F)cs1 | ? | . | . | -1%
COc1cccc(-c2csc3nnc(SCC(=O)c4ccc(NC(C)=O)cc4)n23)c1 | 11 | -6% | -14 | 2%
C=CCN1C(=O)CN=C1Nc1cc(C)cc(C)c1 | 0 | -7% | 2 | -3%

High-throughput results from PubChem.
